Compound activity as filed in PubChem BioAssay.
MPTP block = blocks calcium-induced mitochondrial swelling; isolated mouse mitochondria, Ca2+ swelling absorbance, 30 min; inhibition, % at 10 µM; hit rate 1.4% among 360,000; AID 602449;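 active = inhibition of 50% or more, scaled per plate between neutral and stimulator controls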;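 note: 0% = DMSO wells given calcium and 100% = 1 mM EGTA wells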
A3A deaminase = human APOBEC3A DNA deaminase inhibition. P31941. recombinant A3A, FAM/TAMRA ssDNA deamination fluorescence. inhibition, % at 20 µM. hit rate 0.41% among 330,000. AID 493011;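 active = at least 40% inhibition at 20 µM here, with at most 30% in a related deaminase screen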;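 note: plate controls were A3A with DMSO for no effect and wells lacking A3A enzyme for full effect; some results filed as inactive read as strong as hits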
Target sequence (P31941 whole entry, looked up): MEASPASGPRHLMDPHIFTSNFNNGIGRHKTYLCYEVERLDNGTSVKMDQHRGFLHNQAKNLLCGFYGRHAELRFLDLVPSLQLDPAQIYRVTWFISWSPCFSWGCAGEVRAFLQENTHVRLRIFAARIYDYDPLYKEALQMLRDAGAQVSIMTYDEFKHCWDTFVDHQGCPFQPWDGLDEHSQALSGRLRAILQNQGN
mIAP act = mouse IAP activation; hit rate 0.24% among 330,000; muIAP, CDP-Star luminescence, 30 min; stronger effect = higher value; 1 = vehicle-only enzyme signal, 0 = enzyme-free wells; activation factor at 10 µM;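 active = activation factor of at least 2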; note: the source names both 10 and 20 µM as test concentration; values of inactives mirror those of a sister screen read the other way
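Assay system: mouse IAP enzyme; Reagent: CDP-Star chemiluminescent phosphatase substrate; Compound: DMSO-dissolved test compounds; Incubation: 30 min, room temperature; Technique: luminescence from enzymatic CDP-Star hydrolysis; Controls: DMSO-only wells and no-enzyme negative control.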
MIN6 prolif = MIN6 beta-cell proliferation induction; MIN6 cells proliferation, ATPlite luminescence, 48 h; cells starved in 0.2% serum; 100% = growth in 10% serum; proliferation, % at 10 µM; hit rate 0.29% among 330,000; AID 2380;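 active = compounds whose signal lies at least 3.5 SD above the mean of all wells on their plate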;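 note: 0% = DMSO-treated cells in low-serum medium and 100% = 10% serum control; some compounds called inactive have numbers as strong as hits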
A3G deaminase = inhibitors of human APOBEC3G DNA deaminase. recombinant A3G, ssDNA deamination FAM/TAMRA fluorescence. inhibition, % at 20 µM. hit rate 0.28% among 330,000;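 active = inhibition of at least 40% at 20 µM, with no more than 30% in the related APOBEC3A deaminase screen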;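 note: plate controls were DMSO wells with A3G for no effect and wells lacking A3G enzyme for full effect; some compounds called inactive have numbers as strong as hits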
Target sequence (Q9HC16 whole entry, looked up): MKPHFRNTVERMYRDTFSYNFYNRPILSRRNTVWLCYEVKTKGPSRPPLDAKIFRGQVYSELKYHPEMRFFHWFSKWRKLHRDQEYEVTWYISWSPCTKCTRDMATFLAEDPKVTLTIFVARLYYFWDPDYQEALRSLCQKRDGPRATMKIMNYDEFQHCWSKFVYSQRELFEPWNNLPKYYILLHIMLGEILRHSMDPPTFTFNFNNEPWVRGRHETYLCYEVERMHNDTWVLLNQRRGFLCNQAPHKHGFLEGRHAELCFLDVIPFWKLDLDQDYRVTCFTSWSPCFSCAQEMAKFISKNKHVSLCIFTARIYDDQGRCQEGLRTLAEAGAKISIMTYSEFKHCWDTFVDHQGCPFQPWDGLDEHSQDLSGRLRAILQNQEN
hIAP block = human IAP inhibition. AID 2544. purified IAP, CDP-Star luminescence, 30 min. inhibition, % at 10 µM. hit rate 0.12% among 330,000. P09923;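 active = inhibition reaching a set limit with compound at 10 µM in the primary screen, cut at about 35% in these data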;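 note: plate controls were DMSO wells with enzyme for no effect and no-enzyme buffer wells for full effect; values of inactives mirror those of a sister screen read the other way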
hIAP activ = human IAP activation; activation factor at 10 µM; hit rate 0.16% among 330,000; AID 2524; purified human IAP, CDP-Star luminescence, 30 min; stronger effect = higher value; 1 = vehicle-only enzyme, 0 = enzyme-free background;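 active = activation factor of the enzyme at least 2-fold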; note: the source names both 10 and 20 µM as test concentration; values of inactives mirror those of a sister screen read the other way
mIAP block = mouse IAP inhibition. purified mouse IAP, CDP-Star luminescence, 30 min. inhibition, % at 10 µM. hit rate 0.2% among 330,000. AID 2806;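 active = inhibition of at least 40% at 10 µM in the primary screen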;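 note: plate controls were DMSO with enzyme for no effect and no enzyme wells for full effect; values of inactives mirror those of a sister screen read the other way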
ATG4B inh = blocks human ATG4B protease cleavage of LC3 substrate | Q9Y4P1 | inhibition, % at 8.33 µM | hit rate 0.51% among 340,000 | AID 504462 | ATG4B cleavage of LC3-PLA2, NBD-HPC fluorescence, 1 h; in the data active = inhibition above about 40%
Target sequence (Q9Y4P1 whole entry, looked up): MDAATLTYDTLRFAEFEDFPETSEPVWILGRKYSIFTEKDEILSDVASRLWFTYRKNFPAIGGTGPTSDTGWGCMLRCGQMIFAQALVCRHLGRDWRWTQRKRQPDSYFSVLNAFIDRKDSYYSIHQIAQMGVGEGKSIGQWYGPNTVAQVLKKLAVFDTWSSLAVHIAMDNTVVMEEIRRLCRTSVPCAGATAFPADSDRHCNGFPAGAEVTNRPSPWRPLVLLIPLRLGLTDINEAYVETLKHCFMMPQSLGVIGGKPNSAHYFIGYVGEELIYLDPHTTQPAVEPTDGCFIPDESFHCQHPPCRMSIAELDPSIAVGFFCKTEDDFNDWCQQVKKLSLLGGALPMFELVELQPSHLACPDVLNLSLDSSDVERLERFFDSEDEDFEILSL
* marks the source's active call; other numbers are inactive results; . = no result given.

SMILES	MPTP block	A3A deaminase	mIAP act	MIN6 prolif	A3G deaminase	hIAP block	hIAP activ	mIAP block	ATG4B inh
Cc1ccccc1N1CC(C(=O)N2CCc3ccccc32)CC1=O (centres undefined)	-0.8	-4	1	-5	-2	5	0.95	-5	5
Cc1noc(C)c1CSc1nnc(-c2ccccc2F)n1CCc1ccccc1	1.3	-2	1.3	-3	-5	-29	1.3	-29	3
NC(CC(=O)O)c1ccc(Br)cc1 (centres undefined)	-0.7	-4	1	0	-7	-10	1.1	-1	-2
Cc1ccc(C)c(N(C)C(=O)c2coc(=O)c3ccccc23)c1	-0.7	1	0.97	-3	-2	-3	1	3	7
Cc1ccc(OCC(=O)Nc2nc(-c3ccccn3)cs2)c(C)c1	0.5	-4	0.99	-7	-2	-45	1.4	1	-3
OCC[C@H]1C[C@H](O)[C@@H](O)[C@]2(CCCCO2)O1	-0.2	-3	0.99	-3	-10	12	0.89	1	8
Cc1cccc(N2CCN(C(=O)COc3cc4oc(=O)cc(C)c4cc3Cl)CC2)c1C	-1.6	-4	0.93	1	-6	18	0.82	7	-6
CC1CCN(c2oc(-c3ccc(F)cc3)nc2C#N)CC1	-0.1	-1	0.87	2	-4	-1	1	13	-8
Nc1[nH]nc2nc3ccccc3cc12	-3.0	-2	1.1	-3	-8	-9	1.1	-11	-3
O=S(=O)(c1cc(F)ccc1F)N1CCC2(CC1)OCCN2S(=O)(=O)c1ccccc1	1.5	-3	0.97	3	-6	-7	1.1	3	-6
CC(Sc1nnc(-c2ccco2)n1C)C(=O)NC1CCCC1 (centres undefined)	0.2	-3	0.92	3	-9	9	0.91	8	-3
CCOC(=O)CC(=O)CSc1nnc(Cn2c(=O)sc3ccccc32)n1C	-0.3	-3	1	-3	-6	-9	1.1	-3	14
CC(C)CCOc1ccc(C2CC(=O)N(C)C2=O)cc1 (centres undefined)	0.0	2	0.94	-3	-5	-3	1	6	2
COC(=O)c1nn(-c2ccc(C)cc2)c2nnc(Cc3ccccc3)c(=O)n12	8.4	-3	1.1	0	-5	3	0.97	-10	-2
O=C1C2C3c4ccccc4C(c4ccccc43)C2C(=O)N1c1cccc2cccnc12 (centres undefined)	1.6	4	1.1	1	2	-4	1	-7	-11
CCCOc1ccc(C2/C(=C(\O)c3c(C)[nH]c(C(=O)OC)c3C)C(=O)C(=O)N2CCN(C)C)cc1 (centres undefined)	-5.4	1	1	-2	-1	-6	1.1	-1	3
O=C(O)CNc1nc(-c2ccccc2)c2cc([N+](=O)[O-])ccc2n1	0.6	0	0.93	-1	-10	7	0.93	7	-8
CN1CCN(C(=O)c2ccc3c(c2)NC(=O)C(N2CCOCC2)S3)CC1 (centres undefined)	-1.1	-1	1	0	-6	-10	1.1	0	-5
COc1ccc(OC)c2c(C)cc(N3CCCCCC3)nc12	-0.7	0	0.92	-3	-4	10	0.91	8	3
C/C(CC(=O)Nc1ccc2c(c1)OCCO2)=N\NC(=O)Cc1ccccc1	-3.4	-3	0.97	-6	-8	2	0.97	3	-12
O=C(c1ccc(-c2ccccc2Cl)o1)N1CCN(S(=O)(=O)c2cccs2)CC1	-0.5	0	0.94	-6	-10	11	0.89	6	-9
CCc1nc(SCC(=O)Nc2ccc([N+](=O)[O-])cc2)n[nH]1	1.0	1	1.1	-2	-6	14	0.86	-12	-2
C=C(C)Cc1c(C)c(C#N)c2[nH]c3ccccc3n2c1=O	2.8	0	0.99	0	-3	-10	1.1	1	4
O=C(C1CCCN(S(=O)(=O)c2ccc(Br)s2)C1)N1CCCCCC1 (centres undefined)	0.7	-3	0.97	-1	4	-10	1.1	3	7
Cc1cccc(-c2noc(-c3ccc(F)cc3)n2)c1	-2.2	-2	0.87	-2	-4	8	0.92	13	-2
CC[C@]12c3[nH]c4cc(-c5ccco5)ccc4c3CCN1C(=O)[C@@H](CC(=O)NCCc1ccccn1)C[C@@H]2C(=O)N1CCN(C(=O)c2ccco2)CC1	-1.0	1	1	.	5	.	.	-5	.
COc1ccccc1N1CCN(S(=O)(=O)CCNC(=O)c2ccccc2Br)CC1	-0.2	-2	0.97	-1	6	18	0.82	3	0
c1ccc(Cn2nnnc2-c2ccco2)cc1	-3.0	-4	0.96	-1	-7	-22	1.2	4	1
Nc1c(-c2ccccc2)c(CSc2nc3ccccc3[nH]2)nn1-c1ccc(C(=O)O)cc1	1.3	3	1	0	-5	-56	1.6	-3	-5
Cc1cccc(C)c1NC(=S)N(C)CCc1ccccn1	0.1	1	0.91	-1	-2	7	0.93	9	5
COCCNC(=O)C(c1ccccc1C)N(CCOC)C(=O)Cn1nnc2ccccc21 (centres undefined)	-1.0	-3	1.1	1	-2	7	0.93	-12	-8
O=C(CSc1n[nH]c(-c2ccncc2)n1)Nc1ccccc1C(F)(F)F	-1.3	-4	1	4	-8	-5	1.1	0	-7
O=C1OC(Nc2ccc(F)c([N+](=O)[O-])c2)c2ccccc21 (centres undefined)	0.8	6	0.62	0	-5	22	0.78	38	-5
O=C(NCc1ccccn1)c1cccc(NS(=O)(=O)c2cccc(F)c2)c1	-12	-8	0.98	1	-11	-5	1	2	0
CCOc1ccc(S(=O)(=O)NCCC(=O)N2CC(C)CC(C)C2)cc1 (centres undefined)	0.7	0	0.99	1	-5	-10	1.1	1	3
CCOC(=O)c1ccc(COc2nc3ccccc3nc2-c2ccccc2NC(C)=O)o1	2.0	-4	1.2	-4	-7	-6	1.1	-20	5
CCOc1cc(CN2CCN(CCc3ccccc3)C(CCO)C2)ccc1OC (centres undefined)	-0.1	-4	1	-2	-15	-7	1.1	-5	8
Cc1cccc(C2=N/C(=C\c3cccnc3)C(=O)O2)c1	-1.0	0	1.1	-1	-2	-9	1.1	-6	-3
COc1cc(C(=O)Nn2c(C)nc3ccccc3c2=O)cc(OC)c1OC	1.6	0	0.99	1	-6	16	0.84	1	10
O=C(CS(=O)CC(=O)N(c1cccc(F)c1)C(C(=O)NC1CCCCC1)c1ccco1)Nc1ccc(F)cc1 (centres undefined)	2.9	-5	1	-2	-7	-5	1.1	-5	9
CCCc1[nH]nc2c1C(c1ccc(O)c(OC)c1)C(C#N)=C(N)O2 (centres undefined)	0.1	1	0.68	-4	10	-5	1.1	32	-10
CCC(C)(C)n1nnnc1C(C(C)C)N(Cc1ccco1)Cc1cc2cc3c(cc2[nH]c1=O)OCO3 (centres undefined)	-1.7	1	0.92	-1	-2	9	0.91	8	1
O=C(COn1nnc2ccc(Cl)cc21)NC1CCS(=O)(=O)C1 (centres undefined)	-0.8	-2	1	3	-10	-33	1.3	-4	6
CCCn1c(CCNC(=O)c2cccs2)nc2ccccc21	1.4	-5	0.98	5	-4	27	0.73	2	-12
Cc1ccc(NC(=O)c2cc(S(=O)(=O)NCCC3=CCCCC3)ccc2F)cc1F	83*	4	0.96	-6	-2	2	0.98	4	-1
O=C(Cn1nnc2c(cnn2-c2ccccc2)c1=O)NCc1cccs1	-0.8	2	0.96	0	-1	0	1	4	-9
C=CCn1c(CNC(=O)c2cccs2)nnc1SCC(=O)c1ccc(Br)cc1	7.2	1	1	-1	-2	2	0.97	-5	-17
O=C(/C=C\Nc1ccc(S(=O)(=O)Nc2ncccn2)cc1)c1cccc2ccccc12	0.7	2	1.1	-3	-2	2	0.98	-5	-3

17 neighbouring entries out of the list so far:
SMILES	MPTP block	A3A deaminase	mIAP act	MIN6 prolif	A3G deaminase	hIAP block	hIAP activ	mIAP block	ATG4B inh
C=C(C)Cc1c(C)c(C#N)c2[nH]c3ccccc3n2c1=O	2.8	0	0.99	0	-3	-10	1.1	1	4
O=C(C1CCCN(S(=O)(=O)c2ccc(Br)s2)C1)N1CCCCCC1 (centres undefined)	0.7	-3	0.97	-1	4	-10	1.1	3	7
Cc1cccc(-c2noc(-c3ccc(F)cc3)n2)c1	-2.2	-2	0.87	-2	-4	8	0.92	13	-2
CC[C@]12c3[nH]c4cc(-c5ccco5)ccc4c3CCN1C(=O)[C@@H](CC(=O)NCCc1ccccn1)C[C@@H]2C(=O)N1CCN(C(=O)c2ccco2)CC1	-1.0	1	1	.	5	.	.	-5	.
COc1ccccc1N1CCN(S(=O)(=O)CCNC(=O)c2ccccc2Br)CC1	-0.2	-2	0.97	-1	6	18	0.82	3	0
c1ccc(Cn2nnnc2-c2ccco2)cc1	-3.0	-4	0.96	-1	-7	-22	1.2	4	1
Nc1c(-c2ccccc2)c(CSc2nc3ccccc3[nH]2)nn1-c1ccc(C(=O)O)cc1	1.3	3	1	0	-5	-56	1.6	-3	-5
Cc1cccc(C)c1NC(=S)N(C)CCc1ccccn1	0.1	1	0.91	-1	-2	7	0.93	9	5
COCCNC(=O)C(c1ccccc1C)N(CCOC)C(=O)Cn1nnc2ccccc21 (centres undefined)	-1.0	-3	1.1	1	-2	7	0.93	-12	-8
O=C(CSc1n[nH]c(-c2ccncc2)n1)Nc1ccccc1C(F)(F)F	-1.3	-4	1	4	-8	-5	1.1	0	-7
O=C1OC(Nc2ccc(F)c([N+](=O)[O-])c2)c2ccccc21 (centres undefined)	0.8	6	0.62	0	-5	22	0.78	38	-5
O=C(NCc1ccccn1)c1cccc(NS(=O)(=O)c2cccc(F)c2)c1	-12	-8	0.98	1	-11	-5	1	2	0
CCOc1ccc(S(=O)(=O)NCCC(=O)N2CC(C)CC(C)C2)cc1 (centres undefined)	0.7	0	0.99	1	-5	-10	1.1	1	3
CCOC(=O)c1ccc(COc2nc3ccccc3nc2-c2ccccc2NC(C)=O)o1	2.0	-4	1.2	-4	-7	-6	1.1	-20	5
CCOc1cc(CN2CCN(CCc3ccccc3)C(CCO)C2)ccc1OC (centres undefined)	-0.1	-4	1	-2	-15	-7	1.1	-5	8
Cc1cccc(C2=N/C(=C\c3cccnc3)C(=O)O2)c1	-1.0	0	1.1	-1	-2	-9	1.1	-6	-3
COc1cc(C(=O)Nn2c(C)nc3ccccc3c2=O)cc(OC)c1OC	1.6	0	0.99	1	-6	16	0.84	1	10

(more compounds)
SMILES	MPTP block	A3A deaminase	mIAP act	MIN6 prolif	A3G deaminase	hIAP block	hIAP activ	mIAP block	ATG4B inh
Cc1cc(C(=O)CSc2ncccn2)c(C)n1Cc1ccco1	2.1	-1	0.95	-3	-1	-5	1	5	0
Cc1occc1-c1nnc(SCC(=O)Nc2nc(-c3ccccc3)cs2)o1	1.5	-3	1	2	-5	0	1	-1	2
COc1cccc(C(=O)Nc2ccccc2N2CCN(C(=O)c3ccccc3)CC2)c1	-0.8	2	0.99	7	-2	-5	1.1	1	-11
NC(=O)c1nnn(-c2cccc(C(F)(F)F)c2)c1-c1ccccc1	2.3	-3	0.95	-2	-7	12	0.88	5	-8
